Assay outcomes: PubChem BioAssay, several laboratories
Mcl1 Bid PPI: Mcl-1/Bid interaction inhibition. Q07820. TR-FRET Mcl-1/Bid-Dy647 peptide binding, 1536-well. inhibition, % at 21.7 µM. 220,000 compounds, 0.97% hits. AID 1021;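 active = compounds that cut the binding signal by more than half at the single screening dose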;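 note: His-tagged Mcl-1 with europium anti-His antibody binding Bid BH3 peptide; 0% = Mcl-1 plus peptide wells and 100% = peptide-only wells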
Pf gamet viab: kills late stage P. falciparum gametocytes; P. falciparum stage V gametocytes, ATP luminescence, 24 h; inhibition, % at 10.9 µM; 150,000 compounds, 0.065% hits; AID 743093;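 active = inhibition above the mean plus 3 SD of compounds within the control limits, set per campaign, cut at about 38% in these data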;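 note: 0% = DMSO wells and 100% = medium only without gametocytes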
RGS7-Gao: human RGS7-Galphao interaction regulation; Multiplexed bead flow cytometry, RGS7-Galphao binding; actives lie on both sides; binding response (% of control), % at 10 µM; 220,000 compounds, 0.35% hits; P09471; in the data active = binding response below about 49% or above about 150%; inconclusive = no clear call, values can overlap the other calls; inactive = in between;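 note: fluorescent Galphao held in activated GDP-AlF4 state binding bead-coupled RGS7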
GSH fluor: compound fluoresces at 488/530 nm on GSH beads; GSH beads flow cytometry, compound fluorescence 488/530 nm; hits give high values; 190,000 compounds, 0.25% hits; fluorescence (KMESF) at 10 µM; in the data active = fluorescence above about 89;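 note: glutathione beads carrying GST-tagged Bcl family fusion proteins plus one bare bead set; values are compound well signal with DMSO vehicle wells as background; inactives centre near 16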
ABCB1 inh: inhibitors of human ABCB1 transporter, ABCG2 counter-screen; P08183; CCRF-Adr cells, JC-1 efflux, flow cytometry; inhibition, % at 6.6 µM; 190,000 compounds, 0.067% hits; AID 1326; in the data active = inhibition above about 40%;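 note: 0% = vehicle and 100% = reference inhibitor; higher value means more JC-1 retained so stronger ABCB1 efflux block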
Target sequence (P08183 whole entry, looked up): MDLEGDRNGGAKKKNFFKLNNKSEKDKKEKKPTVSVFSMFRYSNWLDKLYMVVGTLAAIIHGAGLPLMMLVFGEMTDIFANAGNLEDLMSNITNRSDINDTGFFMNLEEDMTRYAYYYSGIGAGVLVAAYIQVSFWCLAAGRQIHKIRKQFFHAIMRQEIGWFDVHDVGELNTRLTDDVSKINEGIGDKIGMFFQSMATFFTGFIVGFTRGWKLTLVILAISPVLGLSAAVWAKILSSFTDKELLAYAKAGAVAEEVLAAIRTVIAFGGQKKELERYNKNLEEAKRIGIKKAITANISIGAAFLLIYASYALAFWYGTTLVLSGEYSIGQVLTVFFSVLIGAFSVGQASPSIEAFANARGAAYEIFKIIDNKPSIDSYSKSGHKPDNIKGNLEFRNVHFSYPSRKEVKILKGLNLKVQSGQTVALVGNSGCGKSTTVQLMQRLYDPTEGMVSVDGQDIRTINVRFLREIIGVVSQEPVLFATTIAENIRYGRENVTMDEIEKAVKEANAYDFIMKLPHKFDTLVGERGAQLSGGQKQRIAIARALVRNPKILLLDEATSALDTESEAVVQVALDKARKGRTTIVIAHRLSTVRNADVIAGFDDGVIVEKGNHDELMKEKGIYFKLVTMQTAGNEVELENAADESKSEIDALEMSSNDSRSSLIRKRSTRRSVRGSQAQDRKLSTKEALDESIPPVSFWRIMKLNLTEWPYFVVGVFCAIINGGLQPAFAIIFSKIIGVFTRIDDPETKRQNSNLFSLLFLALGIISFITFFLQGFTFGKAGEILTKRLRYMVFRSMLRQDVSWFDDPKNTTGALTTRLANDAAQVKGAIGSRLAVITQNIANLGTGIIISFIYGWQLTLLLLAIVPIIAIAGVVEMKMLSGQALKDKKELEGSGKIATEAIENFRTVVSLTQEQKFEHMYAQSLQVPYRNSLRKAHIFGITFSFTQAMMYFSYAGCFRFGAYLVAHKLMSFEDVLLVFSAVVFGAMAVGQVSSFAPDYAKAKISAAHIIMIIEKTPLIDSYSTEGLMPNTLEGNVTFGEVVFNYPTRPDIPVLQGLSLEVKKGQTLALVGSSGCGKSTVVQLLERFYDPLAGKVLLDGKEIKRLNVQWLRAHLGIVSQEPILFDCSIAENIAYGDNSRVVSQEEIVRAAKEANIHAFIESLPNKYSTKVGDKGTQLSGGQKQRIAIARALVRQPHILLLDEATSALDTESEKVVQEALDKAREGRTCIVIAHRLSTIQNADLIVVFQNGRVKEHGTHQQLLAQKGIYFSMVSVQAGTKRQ
Mcl-1 Bim block: disrupts Bim peptide binding to human Mcl-1. AID 1009. inhibition, % at 10 µM. Bead-based flow cytometry, Bim peptide-Mcl-1 binding. 190,000 compounds, 0.1% hits; in the data active = inhibition above about 40%;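 note: 0% = no compound tracer wells and 100% = peptide blocker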
Mcl1-Noxa inh: Mcl-1/Noxa interaction inhibition. TR-FRET Mcl-1/Noxa peptide binding, 2 h. Q07820. 220,000 compounds, 1.5% hits. inhibition, % at 21.7 µM. AID 1022;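 active = compounds that cut the protein-peptide binding signal by more than 50% relative to plate controls in a single-dose test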;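 note: His-tagged Mcl-1 with rhodamine Noxa BH3 peptide and terbium anti-His antibody; 0% = Mcl-1 plus Noxa peptide wells and 100% = peptide-only wells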
RGS8-Gao: human RGS8-Galphao interaction regulation; multiplexed bead flow cytometry, RGS8-Galphao binding; actives lie on both sides; response (percent of control binding), % at 10 µM; 220,000 compounds, 0.34% hits; in the data active = response below about 60% or above about 140%; inactive = in between;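 note: Galphao activated as the GDP aluminium fluoride complex binding bead-coupled RGS8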
Avidin bead fluor: compound fluoresces at 488/530 nm on avidin beads. compound fluorescence 488/530 nm, flow cytometry; hits give high values. fluorescence (KMESF) at 10 µM. 220,000 compounds, 0.38% hits. AID 1775; in the data active = fluorescence above about 47; note: inactives centre near 10
RGS4-Gao reg: modulates binding of RGS4 to human Galphao | P09471 | Multiplexed bead flow cytometry; actives lie on both sides | binding response (% of control), % at 10 µM | 220,000 compounds, 0.33% hits; in the data active = binding response below about 49% or above about 150%; inactive = in between;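 note: fluorescent Galphao activated with aluminum fluoride binding bead-coupled RGS4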
ABCG2 block: human ABCG2 inhibition, ABCB1 as counter-screen. IgMXP3 cells, JC-1 efflux, flow cytometry. inhibition, % at 6.6 µM. 190,000 compounds, 0.1% hits;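 active = inhibition above 80%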;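 note: 0% = DMSO and 100% = nicardipine control wells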
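Test system: IgMXP3 (ABCG2) plus far-red-tagged CCRF-Adr (ABCB1) cells. Reagent: JC-1 dye as substrate. Timing: 10 min exposure at 25 °C with rotation, no wash. Measured by: flow cytometric JC-1 green MFI at 530 nm. Read-out: percent efflux inhibition, scaled nicardipine 100% to DMSO 0%. Control set: nicardipine and DMSO wells.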
* = called active by the depositor. Not a hit list; overall some 3.3% were active at least once.

What do the screens show for `NC(=O)C1CCN(CC(=O)Nc2ccccn2)CC1`?
Mcl1 Bid PPI: -52; RGS7-Gao: 106; GSH fluor: 19; ABCB1 inh: -0.1; Mcl-1 Bim block: 5; Mcl1-Noxa inh: 4; RGS8-Gao: 99; Avidin bead fluor: 17; RGS4-Gao reg: 98; ABCG2 block: 0

How did Cn1c(=O)cc(SCC(=O)NCCCN2CCOCC2)c2ccccc21 do in these assays?
Mcl1 Bid PPI: 40; RGS7-Gao: 100; GSH fluor: 32; ABCB1 inh: 0.9; Mcl-1 Bim block: -8; Mcl1-Noxa inh: 37; RGS8-Gao: 101; Avidin bead fluor: 14; RGS4-Gao reg: 99; ABCG2 block: 6

Results for COC(=O)c1sccc1NC(=O)CC1C(=O)NCCN1C(=O)c1c(F)cccc1Cl (stereo unspecified) ?
Mcl1 Bid PPI: -2; Pf gamet viab: -14; RGS7-Gao: inconclusive; Mcl1-Noxa inh: 2; RGS8-Gao: 91; Avidin bead fluor: 6; RGS4-Gao reg: 87

Results for Cc1ccc(OCCn2cc(/C(N)=N/O)c3ccccc32)cc1C ?
Mcl1 Bid PPI: -30; Pf gamet viab: 7; RGS7-Gao: 99; GSH fluor: 63; ABCB1 inh: 0.0; Mcl-1 Bim block: 0; Mcl1-Noxa inh: 17; RGS8-Gao: 103; Avidin bead fluor: 14; RGS4-Gao reg: 99; ABCG2 block: 3

Results for CC(C)(C)c1ccc(Oc2ccc(NC(=O)c3ccccc3C(=O)O)cn2)cc1 ?
Mcl1 Bid PPI: 4; Pf gamet viab: -5; Mcl1-Noxa inh: 3; RGS8-Gao: 97; Avidin bead fluor: 6; RGS4-Gao reg: 95

Results for CCOC(=O)CN1N=C(c2ccc(Cl)s2)CSC1=O ?
Mcl1 Bid PPI: -16; Pf gamet viab: -20; RGS7-Gao: 93; GSH fluor: 3; ABCB1 inh: 0.7; Mcl-1 Bim block: -2; Mcl1-Noxa inh: 6; RGS8-Gao: 99; Avidin bead fluor: 12; RGS4-Gao reg: 94; ABCG2 block: 5

How did Cc1nc(Nc2ccc(S(=O)(=O)N3CCCCC3C)cc2)c2nnn(Cc3ccccc3)c2n1 (stereo unspecified) do in these assays?
Mcl1 Bid PPI: -1; Pf gamet viab: 6; RGS7-Gao: 91; GSH fluor: 7; ABCB1 inh: 2.0; Mcl-1 Bim block: -1; Mcl1-Noxa inh: 11; RGS8-Gao: 97; Avidin bead fluor: 3; RGS4-Gao reg: 94; ABCG2 block: 8

What do the screens show for `O=C(NCC1CCCO1)c1ccc2c(c1)OCO2` (stereo unspecified)?
Mcl1 Bid PPI: -16; Pf gamet viab: 23; RGS7-Gao: 104; GSH fluor: 21; ABCB1 inh: -0.2; Mcl-1 Bim block: 1; Mcl1-Noxa inh: -19; RGS8-Gao: 102; Avidin bead fluor: 39; RGS4-Gao reg: 104; ABCG2 block: 0

Results for Cc1nc(-c2ccccc2)cs1 ?
Mcl1 Bid PPI: -2; Pf gamet viab: -15; RGS7-Gao: 104; GSH fluor: 48; ABCB1 inh: 0.9; Mcl-1 Bim block: 1; Mcl1-Noxa inh: 14; RGS8-Gao: 110; Avidin bead fluor: 5; RGS4-Gao reg: 106; ABCG2 block: 2

What do the screens show for `Cc1ccc(CSCCNC(=O)/C=C/c2ccccc2Cl)cc1`?
Mcl1 Bid PPI: -33; Pf gamet viab: -4; RGS7-Gao: 100; GSH fluor: 32; ABCB1 inh: -0.3; Mcl-1 Bim block: 0; Mcl1-Noxa inh: 15; RGS8-Gao: 99; Avidin bead fluor: 8; RGS4-Gao reg: 103; ABCG2 block: 24

How did O=C(N/N=C\c1c(O)ccc2ccccc12)c1ccc(S(=O)(=O)N2CCCCC2)cc1 do in these assays?
Mcl1 Bid PPI: -29; Pf gamet viab: -7; RGS7-Gao: 95; GSH fluor: 11; ABCB1 inh: 3.8; Mcl-1 Bim block: -4; Mcl1-Noxa inh: -1; RGS8-Gao: 80; Avidin bead fluor: 6; RGS4-Gao reg: 98; ABCG2 block: 14

What do the screens show for `O=S1(=O)CCN(Cc2ccccc2Cl)CC1`?
Mcl1 Bid PPI: 2; Pf gamet viab: 22; RGS7-Gao: 101; GSH fluor: 17; ABCB1 inh: 0.4; Mcl-1 Bim block: -3; Mcl1-Noxa inh: 14; RGS8-Gao: 101; Avidin bead fluor: 30; RGS4-Gao reg: 103; ABCG2 block: 2

What do the screens show for `CCOC(=O)c1sc2ccccc2c1OC(=O)c1ccccc1`?
Mcl1 Bid PPI: -6; Pf gamet viab: 7; RGS7-Gao: 100; GSH fluor: 11; ABCB1 inh: 0.5; Mcl-1 Bim block: -1; Mcl1-Noxa inh: 4; RGS8-Gao: 101; Avidin bead fluor: 8; RGS4-Gao reg: 99; ABCG2 block: 2

What do the screens show for `CC(C)[C@H](NC(=O)c1ccco1)C(=O)OCC(=O)N1CC(=O)Nc2ccccc21`?
Mcl1 Bid PPI: -3; Pf gamet viab: 6; RGS7-Gao: 102; GSH fluor: 17; ABCB1 inh: 0.4; Mcl-1 Bim block: -5; Mcl1-Noxa inh: -10; RGS8-Gao: 100; Avidin bead fluor: 8; RGS4-Gao reg: 102; ABCG2 block: 0

Results for CSc1ccc(NC(=O)N2CCN(c3nc4ccccc4s3)CC2)cc1 ?
Mcl1 Bid PPI: -34; Pf gamet viab: -13; RGS7-Gao: 98; GSH fluor: 23; ABCB1 inh: 0.1; Mcl-1 Bim block: -5; Mcl1-Noxa inh: 4; RGS8-Gao: 103; Avidin bead fluor: 11; RGS4-Gao reg: 98; ABCG2 block: 1

What do the screens show for `COc1ccc(C(=O)Nc2ccc(OC)c(OC)c2)cc1`?
Mcl1 Bid PPI: 3; RGS7-Gao: 98; GSH fluor: 37; ABCB1 inh: -0.1; Mcl-1 Bim block: -9; Mcl1-Noxa inh: 3; RGS8-Gao: 100; Avidin bead fluor: 14; RGS4-Gao reg: 101; ABCG2 block: 59

How did N#Cc1ccc2ccn(CC(=O)N3CCCc4ccccc43)c2c1 do in these assays?
Mcl1 Bid PPI: -6; RGS7-Gao: 104; GSH fluor: 14; ABCB1 inh: 0.9; Mcl-1 Bim block: -6; Mcl1-Noxa inh: 10; RGS8-Gao: 102; Avidin bead fluor: 8; RGS4-Gao reg: 104; ABCG2 block: 4

How did COc1ccc(C2C(C(C)=O)=C(O)C(=O)N2c2ccc(Br)cn2)cc1 (stereo unspecified) do in these assays?
Mcl1 Bid PPI: -47; Pf gamet viab: 6; RGS7-Gao: 100; GSH fluor: 9; ABCB1 inh: 0.1; Mcl-1 Bim block: 5; Mcl1-Noxa inh: 11; RGS8-Gao: 104; Avidin bead fluor: 12; RGS4-Gao reg: 103; ABCG2 block: 2

What do the screens show for `Cc1c(O)nc(SCC(=O)Nc2ccc3c4c(cccc24)CC3)n(-c2ccccc2)c1=O`?
Mcl1 Bid PPI: -52; Pf gamet viab: -19; RGS7-Gao: 101; GSH fluor: 7; ABCB1 inh: -0.1; Mcl-1 Bim block: 2; Mcl1-Noxa inh: 35; RGS8-Gao: 107; Avidin bead fluor: 12; RGS4-Gao reg: 100; ABCG2 block: 1

What do the screens show for `O=C(/C=C/c1ccco1)Nc1cccnc1Cl`?
Mcl1 Bid PPI: -3; Pf gamet viab: 2; RGS7-Gao: inconclusive; Mcl1-Noxa inh: 16; RGS8-Gao: 109; Avidin bead fluor: 7; RGS4-Gao reg: 117

Results for CC(C)(C)[C@H]1C=C(C(N)=O)O[C@@H](OCCCCO)C1 ?
Mcl1 Bid PPI: -57; RGS7-Gao: inconclusive; Mcl1-Noxa inh: -8; RGS8-Gao: 102; Avidin bead fluor: 8; RGS4-Gao reg: 102

Results for CCCCCC(=O)NCc1c(C(F)(F)F)nn(C)c1N1CCOCC1 ?
Mcl1 Bid PPI: -62; Pf gamet viab: 0; RGS7-Gao: 96; GSH fluor: 19; ABCB1 inh: 0.7; Mcl-1 Bim block: 0; Mcl1-Noxa inh: 4; RGS8-Gao: 99; Avidin bead fluor: 6; RGS4-Gao reg: 99; ABCG2 block: 1

How did Cc1cc(NC(=O)C2CC(c3ccc(F)cc3)=NO2)n(-c2ccccc2)n1 (stereo unspecified) do in these assays?
Mcl1 Bid PPI: 1; RGS7-Gao: 99; GSH fluor: 28; ABCB1 inh: 1.4; Mcl-1 Bim block: 1; Mcl1-Noxa inh: 3; RGS8-Gao: 102; Avidin bead fluor: 6; RGS4-Gao reg: 100; ABCG2 block: 2

What do the screens show for `Cc1[nH]n(-c2ccccc2)c(=O)c1C(C[N+](=O)[O-])c1ccc(Cl)cc1` (stereo unspecified)?
Mcl1 Bid PPI: 13; RGS7-Gao: 97; GSH fluor: 8; ABCB1 inh: 0.3; Mcl-1 Bim block: -7; Mcl1-Noxa inh: 11; RGS8-Gao: 100; Avidin bead fluor: 3; RGS4-Gao reg: 100; ABCG2 block: 5

Results for Cc1cc(C(=O)CN2C(=O)c3ccccc3S2(=O)=O)c(C)n1-c1ccccc1 ?
Mcl1 Bid PPI: -45; Pf gamet viab: -14; RGS7-Gao: 102; GSH fluor: 67; ABCB1 inh: 1.1; Mcl-1 Bim block: -3; Mcl1-Noxa inh: -24; RGS8-Gao: 102; Avidin bead fluor: 10; RGS4-Gao reg: 101; ABCG2 block: 2

Results for CCOC(=O)C1(Cc2cccc(Cl)c2)CCCN(C(=O)c2ccc(C)nc2)C1 (stereo unspecified) ?
Mcl1 Bid PPI: -24; Pf gamet viab: 11; RGS7-Gao: 99; GSH fluor: 13; ABCB1 inh: -0.3; Mcl-1 Bim block: -14; Mcl1-Noxa inh: -11; RGS8-Gao: 98; Avidin bead fluor: 6; RGS4-Gao reg: 97; ABCG2 block: 2

What do the screens show for `CCOc1ccccc1NC(=O)CCC(=O)O`?
Mcl1 Bid PPI: -9; RGS7-Gao: 97; GSH fluor: 5; ABCB1 inh: 0.0; Mcl-1 Bim block: 1; Mcl1-Noxa inh: 9; RGS8-Gao: 98; Avidin bead fluor: 8; RGS4-Gao reg: 99; ABCG2 block: 0

Results for CCOc1ccc(C(=O)NC(C)C2COc3ccccc3O2)cc1 (stereo unspecified) ?
Mcl1 Bid PPI: -18; Pf gamet viab: -16; RGS7-Gao: 102; GSH fluor: 14; ABCB1 inh: 1.0; Mcl-1 Bim block: 0; Mcl1-Noxa inh: 7; RGS8-Gao: 107; Avidin bead fluor: 11; RGS4-Gao reg: 104; ABCG2 block: 5

What do the screens show for `Cn1c(=O)c2ncn(CC(=O)Nc3ccc(N4CCOCC4)cc3)c2n(C)c1=O`?
Mcl1 Bid PPI: -49; RGS7-Gao: 102; GSH fluor: 4; ABCB1 inh: 0.0; Mcl-1 Bim block: 3; Mcl1-Noxa inh: 5; RGS8-Gao: 105; Avidin bead fluor: 7; RGS4-Gao reg: 102; ABCG2 block: 0
